# TbREL1 primary: TbREL1 inhibition, primary screen; P86926; TbREL1 RNA ligation, FRET fluorescence; inhibition, % at 9.66 µM; 0.49% of 89,000 active; AID 1117264;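 active means inhibition above the mean inhibition across all screened compounds plus 3 SD, cut at about 11% in these data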;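 further: 0% = plate median of test wells and 100% = NSC42067 control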
# Target sequence (P86926 whole entry, looked up): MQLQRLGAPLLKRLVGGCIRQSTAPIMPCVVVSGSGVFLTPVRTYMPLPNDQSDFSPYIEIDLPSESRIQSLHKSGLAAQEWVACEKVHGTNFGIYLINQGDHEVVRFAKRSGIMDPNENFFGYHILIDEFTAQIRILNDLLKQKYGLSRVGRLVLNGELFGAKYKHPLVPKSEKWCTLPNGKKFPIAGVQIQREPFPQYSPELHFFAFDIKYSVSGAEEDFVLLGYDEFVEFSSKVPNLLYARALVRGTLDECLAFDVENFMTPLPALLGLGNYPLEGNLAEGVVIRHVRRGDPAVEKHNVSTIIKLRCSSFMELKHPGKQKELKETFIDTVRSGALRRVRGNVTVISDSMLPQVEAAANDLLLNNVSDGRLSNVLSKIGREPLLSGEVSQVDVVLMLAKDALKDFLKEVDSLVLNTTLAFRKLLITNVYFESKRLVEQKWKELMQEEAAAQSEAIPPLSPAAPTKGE
# Starred values were filed as active, the others as inactive. Only part of the results is shown, so the mix of outcomes need not match the whole.
SMILES,TbREL1 primary
O=C1CCCC(=O)C1=Cc1c[nH]c2ccccc12,0
COc1ccc(C(=O)c2c(-c3ccc(OC)cc3)oc3ccc(-c4ccc(OC)nc4)cc23)cc1,1
Cc1ccc(Cn2nc(C)c(C(=O)NCC(c3ccc(F)cc3)N3CCOCC3)c2Cl)cc1 (stereo not drawn),-4
FCCCOc1ccc(-c2ccnc3ncnn23)cc1,2
Nc1[nH]c(C(=O)c2ccccc2)c(-c2cccnc2)c1C(=O)NCCc1c[nH]c2ccccc12,-5
O=[N+]([O-])c1cccc(Cl)c1NCCNc1ncc(C(F)(F)F)cc1Cl,1
CCCCC[C@H](C)N1C[C@H](COCc2ccccc2)Oc2cc(N3CC[C@H](N(C)C)C3)ccc2S1(=O)=O,2
COc1cc(CCC(=O)Nc2sccc2C#N)cc(OC)c1OC,-3
COc1cccc(C(=O)N2CCC(n3nccc3NC(=O)C(OC)c3ccccc3)CC2)c1 (stereo not drawn),5
CC(=O)Nc1ccc(S(=O)(=O)NCC2CC3CCC2C3)cc1 (stereo not drawn),0
CN(CCOc1ccc(Cl)cc1)C(=O)c1ccc2c(=O)n3c(nc2c1)CCC3,4
Cc1ccccc1Sc1ncccc1[N+](=O)[O-],0
CCOC(=O)c1c(-c2ccncc2)csc1N,-2
Cc1cccc(C2Nc3ccccc3C(=O)N2c2ccc(F)cc2)n1 (stereo not drawn),0
CCc1ccc(OCCOCC(O)CN(CCO)CCO)cc1 (stereo not drawn),-4
O=S(=O)(c1cccnc1)N1CCn2cccc2C1c1ccccc1F (stereo not drawn),-4
CCOC(=O)c1c(-c2ccccc2)nc2ccccn12,1
O=C(NCc1ccccc1)C1=C[C@@H](c2csc3ccccc23)C[C@@H](OCc2ccc(CO)cc2)O1,0
O=S1(=O)c2ccc(Br)cc2OC(COCc2ccccc2)CN1Cc1ccccc1 (stereo not drawn),3
Cc1oc2ccccc2c1-c1cn2c(n1)SCC2,0
O=C(C1=C[C@H](c2ccc3c(c2)OCO3)C[C@H](OCCCCO)O1)N1CCN(Cc2ccc3c(c2)OCO3)CC1,-3
CC1CCCN(C(=O)c2cc3c(=O)n4ccccc4nc3s2)C1 (stereo not drawn),5
CCN(CC(=O)Nc1ccccc1OC)C(=O)CCc1ccccc1,0
N#C/C(=C\c1ccc[nH]1)C(=O)N1CCCCC1,-1
COc1ccccc1NC(=O)C1=C(C)NC(SCC(=O)Nc2ccc(C(=O)O)cc2)=C(C#N)C1c1cccs1 (stereo not drawn),1
CC1CCC(NC(=O)CC(NC(N)=O)c2ccccc2Cl)CC1 (stereo not drawn),5
COc1ccc(CC(=O)N2CCN(S(=O)(=O)c3ccc(Cl)s3)CC2)cc1,-1
CCOc1cc(NC(=S)NCCCOC)c(OCC)cc1NC(=O)c1cccs1,-7
CCOC(=O)c1nnc(-c2ccccc2)nc1NCc1ccccc1,5
CCn1c2ccccc2c2cc(NC(=O)CSc3nnc(-c4ccccc4OC)n3N)ccc21,0
CC1(C)C(C#N)=C(N)Oc2c1c(=O)oc1ccccc21,0
CCc1ccc(-c2nc(CN3CCC(C(=O)NCc4ccco4)CC3)c(C)o2)cc1,-2
Cc1cccc(C(=O)OCC(=O)N2CC(C)CC(C)C2)c1C (stereo not drawn),-1
Cc1cc(C)n(CCC(=O)Nc2ccc(-c3ccno3)cc2)n1,-2
CC(CN1CCCC1)C(=O)NN (stereo not drawn),-1
CCc1nnc(NC(=O)CCN2C(=O)/C(=C/c3cc(OC)c(OC)c(OC)c3)SC2=S)s1,-1
COc1ccc2c(c1)CCC1=C2NC(=S)NC1c1ccc(N(C)C)cc1 (stereo not drawn),-8
COC(=O)c1cc(OC)c(OC)cc1NC(=O)CSCc1c(C)noc1C,2
O=C(c1ccccc1)c1cnc2ccc(Cl)cc2c1N1CCOCC1,1
CCc1cccc(NC(=O)C2CCCN(S(=O)(=O)c3cccs3)C2)c1 (stereo not drawn),0
COc1cc(CN2CCN(CCCc3ccccc3)C(CCO)C2)cc(OC)c1O (stereo not drawn),-6
O=C(C1=C(O)C(=O)N(c2nccs2)C1c1ccccc1)c1cc2ccccc2o1 (stereo not drawn),3
Cc1cc(NC(=O)c2ccc(NS(=O)(=O)c3ccccc3F)cc2)no1,0
Cc1nn(C)c(C)c1S(=O)(=O)N(CC(=O)NC1CCCCCC1)c1ccc(C(C)C)cc1,1
Cc1cnc(C(=O)OCC(=O)Nc2ccc(OCc3ccccc3)cc2)cn1,6

# A second format for some results above:
O=C(c1ccccc1)c1cnc2ccc(Cl)cc2c1N1CCOCC1
  TbREL1 primary: 1
O=C(C1=C(O)C(=O)N(c2nccs2)C1c1ccccc1)c1cc2ccccc2o1 (stereo not drawn)
  TbREL1 primary: 3
Cc1cc(NC(=O)c2ccc(NS(=O)(=O)c3ccccc3F)cc2)no1
  TbREL1 primary: 0

# Next part.
SMILES,TbREL1 primary
CC(=O)N1CCN(C(=O)C2(NC(=O)Nc3ccc(C)cc3)CCCCC2)CC1,-2
O=C(CSc1nnc(-c2ccc(O)cc2)o1)N1CCOCC1,-2
CC1CCN(CCCNC(=O)C2CCC(=O)N2C2CCCC2)CC1 (stereo not drawn),1
COC(=O)CSc1nc(SC)nc2c1sc1nc(-c3ccco3)c3c(c12)CC(C)(C)OC3,-2
O=C(NCCc1c[nH]c2ccccc12)C(=O)NCC(c1ccco1)N1CCN(c2ccccc2)CC1 (stereo not drawn),-5
COc1cc(/C=N/NC(=O)C(=O)N2CCCCCC2)ccc1O,-6
Cc1ccc(NC(=S)NNC(=O)c2cnccn2)cc1,-12
CCOC(=O)c1sc2ncn(CC(=O)Nc3cc(C)on3)c(=O)c2c1C,1
O=C(Nc1ccc(OC(F)F)c(Cl)c1)Nc1ccc2c(c1)OCO2,4
Cc1cc(NS(=O)(=O)c2ccc(NC(=S)NC(=O)c3ccccc3)cc2)no1,-1
CC(C)C[C@@H]1COc2cc(N3CCSCC3)ccc2S(=O)(=O)N1,4
CCCCOC(=O)Nc1nc2ccccc2s1,2
CCc1sc(N(C(=O)Cc2ccccc2)c2ccc(F)cc2)nc1-c1ccccc1,0
COc1ccccc1OCc1nnc(SCC(=O)Nc2ccc(C)cc2)n1C,4
CCOc1ccc(OCC(=O)N(CCC2=CCCCC2)c2c(N)n(Cc3ccccc3)c(=O)[nH]c2=O)cc1,3
COc1ccc(NC(=O)c2cc3cc(OC)ccc3oc2=N)cc1,6
CCOC(=O)c1nnn(-c2nonc2N)c1-c1ccc(F)cc1,-2
Cc1noc(C)c1CSc1nc2sc(C)c(C)c2c(=O)n1C1CCCC1,2
O=C(O)C1CC(=O)N(c2ccc(F)c(F)c2)C1 (stereo not drawn),2
COc1ccc(-c2nnc(SCC(=O)Nc3cccc4ccccc34)n2Cc2ccco2)cc1,-1
Cn1cccc1C(=O)N/N=C/c1c(Cl)cccc1Cl,6
Cc1ccc(-c2ccc(CN3C(C(C)C)C(=O)N(Cc4cn(CCC5OCCCO5)nn4)CCS3(=O)=O)cc2)cc1 (stereo not drawn),1
COc1ccc(CCN=C(N)NS(=O)(=O)c2ccc(OC)cc2)cc1,2
Cc1c(NC(=O)CN(C)CC(=O)Nc2ccc(F)c(F)c2F)c(=O)n(-c2ccccc2)n1C,-1
Nc1ccc2c(c1)C(=O)N(CC1CCCO1)C2=O (stereo not drawn),1
CC1CCCCN1C(=O)c1cc2ccccc2cc1O (stereo not drawn),-1
CCC1CCCCN1C(=S)Nc1ccc(S(=O)(=O)Nc2ncccn2)cc1 (stereo not drawn),-4
O=C1CC2CS(=O)(=O)CC2N1C1CCCCC1 (stereo not drawn),4
CNC(=O)/C(C#N)=C/c1ccc(-c2ccc(OC)cc2[N+](=O)[O-])o1,-1
CCOC(=O)c1nn(-c2ccc(Br)cc2)cc1C(=O)c1cccc2ccccc12,0

# Random excerpt: two entries already listed, in no set order.
SMILES,TbREL1 primary
O=C(O)C1CC(=O)N(c2ccc(F)c(F)c2)C1 (stereo not drawn),2
Cc1ccc(-c2ccc(CN3C(C(C)C)C(=O)N(Cc4cn(CCC5OCCCO5)nn4)CCS3(=O)=O)cc2)cc1 (stereo not drawn),1

# Additional compounds.
SMILES,TbREL1 primary
Cc1cc(NC(=O)CSc2nc(C)c(C)c(=O)[nH]2)no1,0
COc1cccc(CNC(=O)Cn2c(-c3ccccc3)cc(C(C)=O)c2C)c1OC,-2
CCCCCCc1c(O)c2ccccc2[nH]c1=O,4
CCN1C(=O)CS/C1=N\S(=O)(=O)c1ccccc1,2
CC(C)(C)c1ccc(-c2nnc(SCC(=O)Nc3ccc(S(=O)(=O)Nc4nccs4)cc3)n2-c2ccc(Cl)cc2)cc1,-2
O=S(=O)(Cc1cc(NCc2ccccc2)nc(-c2ccccn2)n1)c1ccccc1,2
CN(C)/C=N/NC(=O)c1ccc(Cl)cc1,6
CCCCCc1cc(=O)oc2c(C(CCN(CC)CC)c3ccc(N(C)C)cc3)c(OC)cc(OC)c12 (stereo not drawn),0
CC(C)C[C@@H]1CN(CCCC[C@H]2CNC(=O)C(=O)N2CCC2CCCCC2)C(=O)C(=O)N1CCc1ccc(O)cc1,0
O=C(Nc1ccccc1)C1CCCCN1S(=O)(=O)c1ccccc1 (stereo not drawn),11
O=C(NC[C@@H]1CCCO1)c1cccc2c1C(=O)c1ccc(Cl)cc1S2(=O)=O,1
CCN1CNC(=S)N(c2cccc(C)c2C)C1,-2
Brc1nc(Br)n(Cc2ccccc2)n1,3
COc1cc([N+](=O)[O-])ccc1NC(=O)COC(=O)CCOc1ccc(C)cc1,1
CC(CCc1ccccc1)NC(=O)CN1CCN(Cc2ccccc2)C1=O (stereo not drawn),6

# Part of the list above, set out differently:
structure	TbREL1 primary
CCCCCc1cc(=O)oc2c(C(CCN(CC)CC)c3ccc(N(C)C)cc3)c(OC)cc(OC)c12 (stereo not drawn)	0
O=C(Nc1ccccc1)C1CCCCN1S(=O)(=O)c1ccccc1 (stereo not drawn)	11
CCN1C(=O)CS/C1=N\S(=O)(=O)c1ccccc1	2
CC(CCc1ccccc1)NC(=O)CN1CCN(Cc2ccccc2)C1=O (stereo not drawn)	6
CCN1CNC(=S)N(c2cccc(C)c2C)C1	-2
CC(C)C[C@@H]1CN(CCCC[C@H]2CNC(=O)C(=O)N2CCC2CCCCC2)C(=O)C(=O)N1CCc1ccc(O)cc1	0
O=C(NC[C@@H]1CCCO1)c1cccc2c1C(=O)c1ccc(Cl)cc1S2(=O)=O	1

# Continuation.
SMILES,TbREL1 primary
CCOC(=O)c1sc2nc(N3CCOCC3)c3c(c2c1N)CCN(Cc1ccccc1)C3,1
CC(=O)c1ccc(NC(=O)/C(=C\c2ccccc2)NC(=O)c2ccco2)cc1,2
O=C(Nc1ccc(OC(F)(F)F)cc1)c1ccc2c(c1)no[n+]2[O-],1
O=C(CN1CCN(Cc2ccccc2)CC1)Nc1ccc(-n2cnnn2)cc1,-1
CC(=O)N1CCN(c2ccccc2NC(=O)Cc2ccc(Cl)cc2)CC1,1
c1ccc2c(C(c3nnnn3-c3ccc4c(c3)OCCO4)N3CCOCC3)ccnc2c1 (stereo not drawn),3
CC(C(=O)N1CCc2ccccc2C1)N1C(=O)c2ccccc2C1=O (stereo not drawn),-1
O=C(CSc1nnnn1C1CC1)N1CCN(c2cccc(Cl)c2)CC1,-1
COc1ccc(CCn2c(-c3ccc(C(C)(C)C)cc3)n[nH]c2=S)cc1OC,-6
Cc1ccc(Cn2c(SCC(=O)NCC3CCCO3)nc3c2c(=O)n(C)c(=O)n3C)cc1 (stereo not drawn),0
O=C(Nc1ccc(S(=O)(=O)N2CCCCC2)cc1)C1CC(=O)N(c2ccc(Cl)cc2)C1 (stereo not drawn),-2
O=C(OCC#CCSc1nnc(-c2cccc3ccccc23)o1)C1CCC1,3
Cc1ccc(S(=O)(=O)Nc2ccccc2CNc2ccc(Br)cn2)cc1,5
CCC1Oc2ccccc2N(CC(=O)NCC2CCCO2)C1=O (stereo not drawn),1
Clc1ccccc1Nc1nc(NCc2ccccc2)nc2ccsc12,1

# An excerpt of these results, as tab-separated lines:
smiles	TbREL1 primary
O=C(OCC#CCSc1nnc(-c2cccc3ccccc23)o1)C1CCC1	3
O=C(Nc1ccc(OC(F)(F)F)cc1)c1ccc2c(c1)no[n+]2[O-]	1
O=C(Nc1ccc(S(=O)(=O)N2CCCCC2)cc1)C1CC(=O)N(c2ccc(Cl)cc2)C1 (stereo not drawn)	-2
CC(C(=O)N1CCc2ccccc2C1)N1C(=O)c2ccccc2C1=O (stereo not drawn)	-1
CCC1Oc2ccccc2N(CC(=O)NCC2CCCO2)C1=O (stereo not drawn)	1

# (cont.)
SMILES,TbREL1 primary
Cc1cccc(-c2cnc(C(O)c3ccc4ccccc4c3)[nH]2)c1 (stereo not drawn),4
COc1ccccc1Nc1nc(=O)[nH]nc1C,4
CON(C)C(=O)C[C@@H]1C[C@H](OC(=O)c2ccc([N+](=O)[O-])cc2)CN1C(=O)OC(C)(C)C,0
COc1ccc(CCNS(=O)(=O)c2cccc(C(=O)O)c2)cc1OC,-1
CSCCC(NC(=O)c1ccco1)C(=O)NCC(c1ccco1)N1CCCCC1 (stereo not drawn),-4
Cc1ccc(O)c(-c2cc(C(=O)NCc3ccc4c(c3)OCO4)[nH]n2)c1,0
CCC(Cc1ccccc1)n1c(=S)[nH]c2ccccc2c1=O (stereo not drawn),-5
O=C(COc1ccccc1Cl)NCCNC(=O)c1ccncc1,-2
O=C(NCc1ccccn1)c1cccs1,7
COc1cc(NC(=O)C2CCCC2)c(OC)cc1Cl,3
Cc1cc(NC(=O)CSc2nc3ccccc3c(=O)n2CCCC(=O)NCc2ccco2)n[nH]1,7
COc1ccccc1CNc1ccc2nnc(CCNC(=O)c3ccccc3)n2n1,8
O=C(c1[nH]c(C(F)(F)F)nc1-c1ccccc1)N1CCCCC1,0
COc1ccc(C2C(Oc3ccccc3)C(=O)N2c2ccc(C)c(C)c2)cc1OC (stereo not drawn),2
O=C(O)CSc1nnc(-c2ccccc2)o1,0
CCCCn1c(N)c(N(CCC(C)C)C(=O)c2sc3nc4n(c(=O)c3c2C)CCC4)c(=O)[nH]c1=O,6
O=C(COC(=O)CC1SC(N2CCCC2)=NC1=O)Nc1c(F)c(F)c(F)c(F)c1F (stereo not drawn),2
Cc1ccc(-n2c(SCC(=O)Nc3ccc4c(c3)OCO4)nnc2-c2ccccn2)cc1,-1
O=C(NCCc1c[nH]c2ccccc12)c1ccc(S(=O)(=O)NCc2ccco2)cc1,-6
Cc1nccn1CC(=O)N/N=C/c1ccccc1O,-2
Cc1cccc(N(C(=O)CNC(=O)c2ccco2)C(C(=O)NC2CCCC2)c2cccnc2)c1C (stereo not drawn),0
CN(C)c1nc(N)nc(CSc2nc3cc(Cl)ccc3o2)n1,3
